Screening data: PubChem, several laboratories
Scp-1 inhibitor: Scp-1 phosphatase inhibitors, primary screen, biochemical, colorimetric, uHTS; Carboxy-terminal domain RNA polymerase II polypeptide A small phosphatase 1 (Homo …; Recombinant Scp1, phosphopeptide, malachite green phosphate absorbance; AID 493091, 2011; 340,000 compounds, 0.88% hits; inhibition, % at 20 µM;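 active = inhibition above about 50% at 20 µM, limit read from the data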;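 also: plate controls were DMSO wells with enzyme for no effect and wells lacking enzyme for full effect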
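Material – SCP-1 phosphatase catalytic domain, residues 76-261 · Buffer or medium – Acidic Tris acetate buffer with magnesium and detergent · Also added – Phospho 17-mer peptide substrate · Compound – single 20 µM dose, 1% DMSO · Times – 45 min room-temperature reaction, 5 min colour, 30 min stabiliser · Technique – Phosphate-binding colour reagent, absorbance read at 630 nm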
LMPTP inh: LMPTP phosphatase inhibitors, primary screen, biochemical, fluorescence intensity, uHTS; recombinant LMPTP-A, OMFP fluorogenic substrate; Low molecular weight phosphotyrosine protein phosphatase (Homo sapiens), P24666; inhibition, % at 20 µM; 360,000 compounds, 0.22% hits;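 active = compounds that cut the enzyme signal by at least half of the control window in the single-dose screen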;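 also: plate controls were DMSO wells with enzyme plus substrate for no effect and substrate without enzyme for full effect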
Target sequence (P24666 whole entry, looked up): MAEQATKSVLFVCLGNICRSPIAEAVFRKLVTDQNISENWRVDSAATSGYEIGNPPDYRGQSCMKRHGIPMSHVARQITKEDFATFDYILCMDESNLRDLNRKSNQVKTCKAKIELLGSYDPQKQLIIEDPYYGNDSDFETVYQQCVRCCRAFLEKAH
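material = LMPTP-A | quantity = 0.625 nM enzyme | reagent = OMFP substrate, 400 µM final | buffer or medium = Bis-Tris pH 6.0, DTT, detergent | detection = endpoint fluorescence intensity from OMFP dephosphorylation | dosing = single 20 µM dose | read-out basis = % inhibition relative to no-enzyme and uninhibited control wells | control set = no-enzyme and uninhibited controls | timing = 50 min at room temperature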
STEP block: STEP phosphatase inhibitors, primary screen, biochemical, fluorescence intensity, uHTS. inhibition, % at 20 µM. recombinant STEP, OMFP fluorogenic substrate. AID 588621, 2011. 360,000 compounds, 0.25% hits. Tyrosine-protein phosphatase non-receptor type 5 (Homo sapiens), P54829;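 active = inhibition at 20 µM, scaled per plate between control wells, above about 37%, limit read from the data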;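 also: 0% = DMSO with enzyme and substrate and 100% = substrate only without enzyme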
Target sequence (P54829 whole entry, looked up): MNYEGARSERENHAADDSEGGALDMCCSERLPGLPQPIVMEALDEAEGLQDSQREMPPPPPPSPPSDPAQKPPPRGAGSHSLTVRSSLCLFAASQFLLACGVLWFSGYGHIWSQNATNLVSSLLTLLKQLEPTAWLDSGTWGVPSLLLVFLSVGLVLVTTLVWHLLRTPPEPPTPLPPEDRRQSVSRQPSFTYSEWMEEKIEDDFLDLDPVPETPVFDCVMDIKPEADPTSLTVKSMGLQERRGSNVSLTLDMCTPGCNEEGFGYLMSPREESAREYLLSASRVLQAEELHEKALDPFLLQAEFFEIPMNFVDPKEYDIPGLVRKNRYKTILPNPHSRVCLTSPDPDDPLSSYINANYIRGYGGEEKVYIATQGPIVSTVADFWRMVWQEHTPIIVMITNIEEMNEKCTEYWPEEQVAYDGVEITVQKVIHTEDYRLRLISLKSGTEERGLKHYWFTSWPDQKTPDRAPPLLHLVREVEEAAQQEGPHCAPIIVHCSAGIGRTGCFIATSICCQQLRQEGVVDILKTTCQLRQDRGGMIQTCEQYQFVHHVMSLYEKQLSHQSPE
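System: isolated STEP enzyme; schedule: 20 min enzyme reaction at room temperature, protected from light; medium: Bis-Tris buffer pH 6.0, 2.5 mM DTT, 0.005% Tween 20; signal: fluorescence, 480/540 nm; dosing: single compound dose of 20 µM, 1% DMSO final; also added: OMFP substrate, 25 µM final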
Neddyl block: inhibitors of cullin neddylation, primary screen, biochemical, TR-FRET, uHTS, NAE and Ubc12. NEDD8-conjugating enzyme Ubc12 (Homo sapiens) + NEDD8-activating enzyme E1 regulatory …. AID 651699, 2012. calls only at 25 µM. 360,000 compounds, 0.58% hits; in the data active = inhibition above about 36%
NadD block: inhibitors of S. aureus NadD, primary screen, biochemical, colorimetric, uHTS | Nicotinate-nucleotide adenylyltransferase NadD (Staphylococcus aureus N315) | purified NadD enzyme, colorimetric absorbance read-out | inhibition, % at 20 µM | 360,000 compounds, 0.78% hits | AID 602399, 2012; in the data active = inhibition above about 26%; also: some compounds past the cut are filed as inactive
Rin1 Abl inh: inhibitors of Rin1-Abl protein binding, primary screen, biochemical, TR-FRET | inhibition, % at 7.35 µM | 360,000 compounds, 0.4% hits; in the data active = inhibition above about 5%, passing the limit was not always enough
Rpn11 block: Rpn11 (PSMD14) deubiquitinase inhibitors, primary screen, biochemical, fluorescence polarization, uHTS. human 26S proteasome, Ub4-pepOG fluorescence polarization; 20S core pre-blocked with epoxomicin. 360,000 compounds, 0.59% hits. calls only at 20 µM. AID 588493, 2011;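 active = inhibition at 20 µM, scaled to each plate's controls, above about 33%, limit read from the data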
DNMT1 inh: human DNMT1 methyltransferase inhibitors, primary screen, biochemical, molecular beacon, fluorescence, HinP1I cleavage, uHTS; DNA (cytosine-5)-methyltransferase 1 (Homo sapiens), P26358; inhibition (reported as % activation of signal), % at 10 µM; 360,000 compounds, 0.83% hits; in the data active = inhibition above about 50%
CSN deneddyl inh: inhibitors of CSN-mediated cullin deneddylation, primary screen, biochemical, fluorescence polarization, uHTS; Purified CSN, SCF-Nedd8-OG deneddylation; inhibition, % at 12.5 µM; AID 651999, 2013; COP9 signalosome complex subunit 5 (Homo sapiens), Q92905; 360,000 compounds, 0.38% hits;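 active = pattern-corrected inhibition above about 35%, with an unprinted fluorescence ratio check between 0.5 and 1.5, limit read from the data, passing the limit was not always enough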;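 also: 0% = enzyme with substrate and 100% = substrate without enzyme; some results filed as inactive read as strong as hits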
Target sequence (Q92905 whole entry, looked up, one chain of several): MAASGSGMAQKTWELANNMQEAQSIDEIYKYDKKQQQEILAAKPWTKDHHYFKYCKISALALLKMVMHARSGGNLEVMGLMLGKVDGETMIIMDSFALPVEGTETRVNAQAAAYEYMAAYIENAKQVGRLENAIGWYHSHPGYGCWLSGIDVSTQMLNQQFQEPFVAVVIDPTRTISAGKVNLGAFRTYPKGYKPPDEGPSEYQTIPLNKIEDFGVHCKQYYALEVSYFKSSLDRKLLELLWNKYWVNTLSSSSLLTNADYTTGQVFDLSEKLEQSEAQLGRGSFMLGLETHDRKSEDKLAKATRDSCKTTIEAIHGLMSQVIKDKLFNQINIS
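Test system: purified human Csn5 enzyme expressed in HEK293T cells. Amount: 0.24 nM enzyme. Reagent: SCFSkp2-Nedd8OG substrate at 10 nM final. Schedule: 90 min incubation of compound, enzyme and substrate at room temperature. Detection: fluorescence polarization. Read-out: % inhibition of substrate cleavage by Csn5.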
SUMO1 PPI mod: modulators of SUMO1 protein-protein interactions, primary screen, biochemical, uHTS; Small ubiquitin-related modifier 1 (Homo sapiens), P63165; SUMO1 binding to a labelled peptide, TR-FRET, 1 h; inhibition, % at 20 µM; 360,000 compounds, 0.33% hits; AID 602429, 2012; in the data active = inhibition above about 37%
The depositor's hits bear a star; i = inactive; nt = not tested or not shown; + = active, no number. Some of the compounds tested, so the mix of outcomes need not match the whole.

SMILES | Scp-1 inhibitor | LMPTP inh | STEP block | Neddyl block | NadD block | Rin1 Abl inh | Rpn11 block | DNMT1 inh | CSN deneddyl inh | SUMO1 PPI mod
CCCC12CN3CN(C1)CC(CCC)(C3)C2O (centres undefined) | -17 | -1.9 | -3 | i | -4 | -4 | i | 4 | -3 | 1
Cc1[nH]c2ccccc2c1C(=O)C(=O)N1CC2CC(C1)c1cccc(=O)n1C2 (centres undefined) | 9 | -0.5 | -1 | i | 3 | -1 | i | 1 | -5 | 1
Cc1ccc2[nH]c(=S)n(-c3cccnc3)c(=O)c2c1 | -3 | -1.4 | 1 | i | 4 | -1 | i | -1 | -3 | 1
COC(=O)[C@@H]1N=C(c2ccc(OC)cc2)O[C@]12C(=O)N(C)c1cccc(Cl)c12 | nt | -0.2 | nt | i | 3 | nt | nt | nt | -1 | -5
CC(C)CC(C)N (centres undefined) | -9 | -0.9 | 2 | i | 7 | 5 | i | -3 | -1 | 0
CCOC(=O)C1(CCc2ccccc2)CCN(Cc2ccc3c(c2)OCCO3)CC1 | 0 | 2.6 | 7 | i | 5 | 3 | i | 3 | -2 | 1
COC(=O)C1=C(c2cccc3c2S(=O)(=O)c2ccccc2-3)C[C@@H]2CC[C@H]1N2C(=O)N1CCc2cc(OC)c(OC)cc2C1 | -14 | 0.5 | 1 | i | -1 | -1 | i | -8 | 0 | 3
Oc1c(Cl)cccc1Cc1cc(Cl)cc(Cl)c1O | -10 | 0.8 | -6 | i | -3 | 3 | i | -3 | 8 | 30
CSc1ncc(Br)c(N2CC2)n1 | -10 | 7.7 | 1 | i | 3 | 1 | i | -8 | 4 | 2
COC(=O)C1=C(c2c(C)noc2C)C[C@@H]2CC[C@H]1N2C(=O)N1CCC(O)(c2ccc(Cl)cc2)CC1 | -11 | 0.3 | -3 | i | 0 | 1 | i | 3 | -4 | 6

Single records, as listed above. Order of screens: Scp-1 inhibitor | LMPTP inh | STEP block | Neddyl block | NadD block | Rin1 Abl inh | Rpn11 block | DNMT1 inh | CSN deneddyl inh | SUMO1 PPI mod
`Cc1[nH]c2ccccc2c1C(=O)C(=O)N1CC2CC(C1)c1cccc(=O)n1C2` (centres undefined) in the list: 9 | -0.5 | -1 | i | 3 | -1 | i | 1 | -5 | 1
`CSc1ncc(Br)c(N2CC2)n1` in the list: -10 | 7.7 | 1 | i | 3 | 1 | i | -8 | 4 | 2
`Oc1c(Cl)cccc1Cc1cc(Cl)cc(Cl)c1O` in the list: -10 | 0.8 | -6 | i | -3 | 3 | i | -3 | 8 | 30

Additional entries follow:
SMILES | Scp-1 inhibitor | LMPTP inh | STEP block | Neddyl block | NadD block | Rin1 Abl inh | Rpn11 block | DNMT1 inh | CSN deneddyl inh | SUMO1 PPI mod
COC(=O)C1=C(c2ccc(OC(F)(F)F)cc2)C[C@@H]2CC[C@H]1N2C(=O)N1CCC(C)CC1 | -2 | 1.5 | 7 | i | -1 | 0 | i | -6 | 0 | 7
CCc1ccccc1NC(=O)CNCc1ccccc1 | -9 | 0.0 | -4 | i | 1 | -1 | i | -1 | -5 | 1
Cc1ccc(CN2C(=O)NC(=O)C3(Cc4c(nc5ccccn5c4=O)N4CCCCCC43)C2=O)cc1 (centres undefined) | -3 | 0.6 | 1 | + | 21 | 0 | i | -4 | 1 | -1
CCN(CC)C(=O)c1ccc(NC(=O)CNC(C)c2cccc3ccccc23)cc1 (centres undefined) | -8 | -0.2 | -1 | i | -4 | 2 | i | -4 | -2 | 5
Cn1c(O)c(C(=Nc2ccc(F)cc2)c2ccccc2)c(=O)n(C)c1=O | -7 | 0.0 | 2 | i | 3 | 1 | i | -5 | 4 | -3
COc1cc2cc(C(=O)N3CC(COS(C)(=O)=O)c4ccc(O)cc43)[nH]c2c(OC)c1OC (centres undefined) | -8 | 0.6 | -3 | i | 1 | -2 | i | 20 | 2 | -6
Cn1c(C(=O)N2CCC3(CC2)OCCO3)cc2c(=O)n(C)c3ccccc3c21 | 0 | 1.0 | 0 | i | -1 | 0 | i | 0 | -3 | 7
COc1ccc(OC(=O)N(C)C[C@H]2OCc3cnnn3CCCC(=O)N([C@@H](C)CO)C[C@H]2C)cc1 | nt | -1.3 | 0 | i | 1 | 2 | i | 0 | -3 | 0
Cc1ccc(-n2c(O)c(/C=N/N3CCOCC3)c(=O)[nH]c2=S)cc1 | -5 | -2.6 | 2 | i | -3 | -1 | i | 5 | -5 | 0
COc1ccc2[nH]c(C)c(CCNCc3cccnc3)c2c1 | -8 | -1.4 | 1 | i | -6 | 0 | i | -4 | -5 | -4

Among those listed so far, 5 have sulfur.
SMILES | Scp-1 inhibitor | LMPTP inh | STEP block | Neddyl block | NadD block | Rin1 Abl inh | Rpn11 block | DNMT1 inh | CSN deneddyl inh | SUMO1 PPI mod
Cc1ccc2[nH]c(=S)n(-c3cccnc3)c(=O)c2c1 | -3 | -1.4 | 1 | i | 4 | -1 | i | -1 | -3 | 1
COC(=O)C1=C(c2cccc3c2S(=O)(=O)c2ccccc2-3)C[C@@H]2CC[C@H]1N2C(=O)N1CCc2cc(OC)c(OC)cc2C1 | -14 | 0.5 | 1 | i | -1 | -1 | i | -8 | 0 | 3
CSc1ncc(Br)c(N2CC2)n1 | -10 | 7.7 | 1 | i | 3 | 1 | i | -8 | 4 | 2
COc1cc2cc(C(=O)N3CC(COS(C)(=O)=O)c4ccc(O)cc43)[nH]c2c(OC)c1OC (centres undefined) | -8 | 0.6 | -3 | i | 1 | -2 | i | 20 | 2 | -6
Cc1ccc(-n2c(O)c(/C=N/N3CCOCC3)c(=O)[nH]c2=S)cc1 | -5 | -2.6 | 2 | i | -3 | -1 | i | 5 | -5 | 0

Other structures
SMILES | Scp-1 inhibitor | LMPTP inh | STEP block | Neddyl block | NadD block | Rin1 Abl inh | Rpn11 block | DNMT1 inh | CSN deneddyl inh | SUMO1 PPI mod
CCCCc1ncc(CN2CCCC(C(=O)c3ccc(SC)cc3)C2)[nH]1 (centres undefined) | -3 | -0.1 | 0 | i | 1 | 4 | i | 0 | -9 | -1
O=C(c1c[nH]c2ccc(S(=O)(=O)N3CCOCC3)cc2c1=O)N1CCC2(CC1)OCCO2 | 1 | 0.3 | 1 | i | -4 | 0 | i | 7 | -3 | 0
COc1ccc(C=C2C(=O)NC(=S)NC2=O)cc1OC | 10 | -1.7 | 0 | i | -5 | 0 | i | 0 | -1 | -3
COc1ccc(CCn2c(O)c(/C=N/N3CCCCC3)c(=O)[nH]c2=O)cc1OC | -8 | -1.0 | -5 | i | -9 | 0 | i | 8 | -4 | 7
CC(C)(OOC1(c2ccccc2)NC(=O)c2ccccc21)c1ccccc1 (centres undefined) | nt | 1.0 | nt | i | -8 | nt | nt | nt | -2 | 0
Cc1nc2ccsc2c(=O)n1-c1ccccc1Cl | -11 | -1.2 | -3 | i | 3 | -2 | i | 2 | -5 | 0
COc1ccc(NC(=O)c2cn(CCC#N)nc2-c2ccccc2)cc1 | 1 | -0.7 | -6 | i | -7 | -1 | i | 2 | 1 | 7
COc1cc(OC)c2c(c1)OCC1CON(C)C21 (centres undefined) | -1 | -1.9 | -1 | i | -1 | 2 | i | 6 | -5 | 10
COc1cc2c(cc1C=O)OCO2 | 1 | -1.7 | -2 | i | 0 | 0 | i | 5 | -2 | -6
COC(=O)C1=C(c2ccc(F)cc2F)C[C@@H]2CC[C@H]1N2C(=O)NC1CC1 | -2 | -1.1 | -3 | i | -1 | 2 | i | 1 | -3 | -7
CCCCCn1c(=O)c(C(=O)Nc2ccccc2)c(O)c2ccccc21 | -12 | 0.3 | 1 | i | 3 | 0 | i | -2 | 0 | 4
C[C@@]1([C@@H](NP(=O)(c2ccccc2)c2ccccc2)c2ccccc2)C[C@H]1CCO | -3 | 1.0 | 3 | i | 1 | 1 | i | -2 | 0 | 0
Cc1cc(/C=C2\C(=O)NC(=O)N(c3cccc(F)c3)C2=O)c(C)n1-c1cc(C(=O)O)cc(C(=O)O)c1 | 39 | 0.4 | 9 | i | -1 | 0 | i | 75* | 13 | 26
O=Cc1cn(Cc2ccc(F)cc2)c2ccccc12 | -10 | -0.1 | -3 | i | -1 | 2 | i | -2 | 4 | 4
COc1ccc(CCNCC2CCCO2)cc1 (centres undefined) | -4 | -1.7 | 1 | i | -3 | 4 | i | -2 | 2 | 4
c1ccc(C2N3CCCN23)cc1 (centres undefined) | -5 | -0.7 | 1 | i | -5 | 0 | i | 1 | -2 | -3
COc1ccccc1N1CCN(Cc2ccc3c(c2)OCO3)CC1 | -11 | -1.5 | 0 | i | -8 | 1 | i | 2 | -2 | -2
COc1ccc(/C=C2/C(=O)N(Cc3ccco3)C(=O)N(C(C)C)C2=O)cc1 | -10 | 3.0 | -3 | i | 34* | -5 | + | 94* | 99* | 43*
O=Cc1cn(Cc2c(F)cccc2Cl)c2ccccc12 | -9 | 2.3 | 1 | i | -9 | -2 | i | 0 | 2 | 1
COc1ccc(O)c(CN2CCCC(C(=O)c3ccccc3SC)C2)c1 (centres undefined) | -6 | 0.2 | -1 | i | -3 | 4 | i | -4 | -1 | 0
CCC(=NC1CC1)c1c(O)n(C2CCCCC2)c(=O)[nH]c1=O | -2 | -0.8 | 3 | i | 2 | 5 | i | 1 | 2 | 0
C=Cn1ccnc1P(=S)(c1ccc(N(C)C)cc1)c1nccn1C=C | 0 | -0.5 | -1 | i | 10 | -1 | i | 2 | 1 | -3
Cc1ncc([N+](=O)[O-])n1CCOc1nonc1N | -8 | -1.6 | -1 | i | 3 | 2 | i | 1 | -11 | -17
CC(C)=CCC12CN3CCN(CC(C3)C1=O)C2 | -6 | -0.9 | -5 | i | -2 | 5 | i | 4 | 2 | -4
